TRPC6 inh: mouse TRPC6 channel inhibitors, primary screen, cell-based, HEK293, membrane potential dye. B-score at 10 µM. actives 1.1% (n = 310,000). ACh-evoked depolarization; stronger effect = lower value. Short transient receptor potential channel 6 (Mus musculus), Q61143;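 active = B-score under library mean minus 3 SD, initial fluorescence not abnormally high, positive integrated signal ratio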;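 also: B-score derived from integrated fluorescence ratio over the kinetic read; more negative B-score means stronger inhibition of depolarization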
ANO1 block: TMEM16A chloride channel inhibitors, primary screen, cell-based, HTS; actives 1.2% (n = 310,000); HEK293 TMEM16A/YFP iodide influx fluorescence, ionomycin; AID 588511, 2011; normalized B-score (activity score, 25-100; higher = stronger inhibition) at 10 µM; Anoctamin-1 (Mus musculus), Q8BHY3;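 active = ratio plate-corrected score three or more library SD toward inhibition, starting fluorescence score within five deviations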;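 also: score derived from kinetic fluorescence span divided by baseline fluorescence per well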
TRPC4 block: inhibitors of mouse TRPC4 channel, primary screen, Fluo4 calcium, HEK293 TRPC4beta/mu-opioid cells; B-score at 10 µM; AID 2247, 2010; Short transient receptor potential channel 4 (Mus musculus), Q9QUQ5; actives 0.39% (n = 300,000); DAMGO-evoked Fluo4 calcium flux; stronger effect = lower value;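 active = B-score over 3 SD under the library average, no early fluorescence shift, positive overall ratio signal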
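Assay system: TRPC4beta/mu-opioid receptor HEK293 cell line; compound dosing: single concentration per test compound; detection: Fluo4 Ca2+ flux fluorescence; evaluation: per-well B score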
MrgX1 antag: antagonists of human MrgX1 receptor, primary screen, HEK293 cells, Fluo-4 calcium flux | B-score at 10 µM | Mas-related G-protein coupled receptor member X1 (Homo sapiens), Q96LB2 | AID 588676, 2011 | BAM8-22 antagonism; stronger effect = lower value | actives 1.3% (n = 310,000);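 active = calcium-response B-score plate-corrected more than 3 library SD below zero, starting fluorescence within 5 deviations, no agonist response on first addition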;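 also: peak minus trough fluorescence over baseline after final BAM8-22 challenge near maximal dose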
Target sequence (Q96LB2 whole entry, looked up): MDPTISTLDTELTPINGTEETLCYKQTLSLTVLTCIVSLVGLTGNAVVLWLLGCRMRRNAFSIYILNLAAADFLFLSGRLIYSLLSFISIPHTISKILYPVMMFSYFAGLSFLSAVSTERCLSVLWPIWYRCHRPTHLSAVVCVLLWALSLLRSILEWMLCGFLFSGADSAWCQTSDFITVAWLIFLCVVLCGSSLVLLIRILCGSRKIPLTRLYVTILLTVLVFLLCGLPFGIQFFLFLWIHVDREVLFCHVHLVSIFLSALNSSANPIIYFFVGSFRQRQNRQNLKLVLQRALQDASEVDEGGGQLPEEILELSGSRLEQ
TRPC6 activator: mouse TRPC6 channel activators, primary screen, cell-based, HEK293, membrane potential dye | HEK293-TRPC6 membrane potential dye fluorescence; stronger effect = higher value | B-score at 10 µM | actives 0.13% (n = 310,000);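 active = B-score of the integrated fluorescence ratio above library mean plus 3 SD, and starting fluorescence ratio within library mean plus 5 SD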;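 also: higher score means more depolarization so channel activation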
ANO1 activ: TMEM16A chloride channel activators or potentiators, primary screen, cell-based, HTS; HEK293 TMEM16A/YFP-H148Q/I152L, iodide quench fluorescence; stronger effect = lower value; Anoctamin-1 (Mus musculus), Q8BHY3; actives 0.3% (n = 340,000); AID 623877, 2012; B-score at 10 µM;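 active = fluorescence-ratio B-score plate-corrected deviation score at least 3 library SD below zero, with starting fluorescence score within 5 deviations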;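 also: channel opened by trigger with iodide after compound preincubation; score built on the fluorescence ratio of max minus min over baseline; more negative score means more quench and so TMEM16A activation or potentiation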
MrgX1 ag: agonists of human MrgX1 receptor, primary screen, HEK293 cells, Fluo-4 calcium flux; AID 588627, 2011; B-score at 10 µM; Fluo-4 calcium fluorescence, agonist mode; stronger effect = higher value; actives 0.44% (n = 310,000);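 active = calcium response B-score plate-corrected fluorescence ratio at least 3 library SD, with starting fluorescence B-score inside 5 SD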
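System – MrgX1-expressing HEK293 cells · Incubation – cells plated overnight, dye loaded 0.5 h 37 °C, 0.5 h room temperature · Technique – kinetic Fluo-4 NW fluorescence of intracellular calcium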
TRPC4 PAM: positive allosteric modulators of TRPC4, primary screen, cell-based, mouse TRPC4beta, HEK293 mu-opioid, Fluo-4 calcium; actives 0.42% (n = 310,000); DAMGO EC20, Fluo-4 Ca2+ flux; stronger effect = higher value; B-score at 10 µM;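 active = B-score of calcium response area above 5 SD of library B-scores, with initial fluorescence ratio within 5 SD of library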;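 also: B-score of integrated fluorescence ratio over time as area under calcium response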
MrgX1 allo act: positive allosteric modulators of MrgX1, primary screen, HEK293 cells, Fluo-4 calcium flux; Mas-related G-protein coupled receptor member X1 (Homo sapiens), Q96LB2; FDSS; stronger effect = higher value; B-score at 10 µM; actives 0.63% (n = 310,000);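 active = plate-corrected calcium response at least 3 library SD above typical, normal starting fluorescence, not activating the receptor alone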;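 also: compound read alongside a low EC10 to EC30 dose of BAM8-22 agonist; peak minus trough fluorescence over baseline measured at the second addition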
RGS4 inh: RGS4 inhibitors, primary screen, cell-based, HEK293 M3R inducible RGS4, calcium flux; Fluo-4 calcium flux; stronger effect = higher value; triggered by carbachol at its EC20; B-score at 10 µM; actives 0.45% (n = 310,000); AID 463165, 2010;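 active = B-score, a plate-corrected calcium signal, over three deviations above library mean, with baseline fluorescence within five deviations of library mean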;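 also: RGS4 expression induced by doxycycline in cells with stable M3 receptor; B-score is computed from the integrated fluorescence ratio over baseline after carbachol; higher B-score means a larger calcium signal and so more RGS4 inhibition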
Target sequence (P49798 whole entry, looked up): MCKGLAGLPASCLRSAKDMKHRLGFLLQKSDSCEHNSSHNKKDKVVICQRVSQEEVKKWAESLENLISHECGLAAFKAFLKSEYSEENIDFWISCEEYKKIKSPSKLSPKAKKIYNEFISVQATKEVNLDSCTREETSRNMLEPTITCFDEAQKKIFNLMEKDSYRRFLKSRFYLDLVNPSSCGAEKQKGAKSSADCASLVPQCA
TRPC4 act: activators of mouse TRPC4 channel, primary screen, Fluo4 calcium, HEK293 TRPC4beta/mu-opioid cells. AID 2237, 2010. Short transient receptor potential channel 4 (Mus musculus), Q9QUQ5. B-score at 10 µM. actives 0.49% (n = 310,000). Fluo4 calcium fluorescence; stronger effect = higher value;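 active = B-score above 5 SD of library B-scores, and initial fluorescence ratio not above library mean plus 5 SD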;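 also: positive B-score marks a calcium rise read as TRPC4 activation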
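Assay system: HEK293 cells stably co-expressing mouse TRPC4beta and mu-opioid receptor / Timing: Fluo4 dye loading 45 min at room temperature, 110 s recording / Signal: Fluo4 calcium-sensitive dye fluorescence, kinetic, 1 Hz baseline / Read-out: integrated baseline-normalised fluorescence ratio, converted to per-well B score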
* hit, by the source's call; i = inactive; · = not tested or not shown. An unsorted share of the library, and some 5.8% of all compounds hit somewhere here.

SMILES,TRPC6 inh,ANO1 block,TRPC4 block,MrgX1 antag,TRPC6 activator,ANO1 activ,MrgX1 ag,TRPC4 PAM,MrgX1 allo act,RGS4 inh,TRPC4 act
CCOc1ccc(CN(C)C(=O)c2cc3ccccc3o2)cc1OC,i,i,i,i,i,i,i,i,i,i,i
CCC(C)(NC(=O)c1ccc(=O)[nH]c1)C(=O)NC1CCCC1 (stereo not given),i,i,i,i,i,i,i,i,i,i,i
Cc1oc(-c2ccccc2F)nc1CS(=O)(=O)CC(=O)NCCCN1CCc2ccccc2C1,i,i,i,i,i,i,i,i,i,i,i
CC(=O)Nc1ccc(Nc2nc3ccccc3n3cnnc23)cc1,i,i,i,i,i,i,i,i,i,i,i
O=C(CNS(=O)(=O)c1ccc(Br)cc1)N1CCN(c2ccc(F)cc2)CC1,·,i,·,i,·,i,i,·,i,·,·
Cc1ccc2c(c1)c(C1=NC(=S)NC1=O)c(O)n2C,i,i,i,i,i,i,i,i,i,i,i
COc1ccccc1N1CC(C)(C)C(=O)N(C(=O)c2ccc(C)cc2)C1=S,i,i,i,i,i,i,i,i,i,i,i
CCOC(=O)Cc1csc(NC(=O)CSc2nnc(-c3ccc(F)cc3)o2)n1,i,i,i,i,i,i,i,i,i,i,i
Cc1cc(C)cc(OCC(=O)OCC(=O)NCc2cccs2)c1,i,i,i,i,i,i,i,i,i,i,i
CC(=O)C1=C(C)Nc2ncnn2C1c1ccc(C)cc1 (stereo not given),i,i,i,i,i,i,i,i,i,i,i
Fc1ccc(-c2ccnn2-c2ccccc2)cc1,i,i,i,i,i,i,i,i,i,i,i
CCc1nc(Nc2ccncc2)c2oc3ccccc3c2n1,-5.7*,i,i,i,i,i,i,i,i,i,i
CCOc1ccc(OCC)c(NC(=O)C2CCN(S(=O)(=O)c3cccc4nonc34)CC2)c1,i,i,i,i,i,i,i,i,i,i,i
COc1cccc(N2CC(NS(=O)(=O)c3ccc(Cl)cc3)CC2=O)c1 (stereo not given),i,i,i,i,i,i,i,i,i,i,i
O=C(CSc1nnc(-c2ccco2)o1)c1ccccc1Cl,i,i,i,i,i,i,i,i,i,i,i
COc1cccc(-c2cc(C(=O)NCC3CCCO3)c3ccccc3n2)c1 (stereo not given),i,i,i,i,i,i,i,i,i,i,i
Cc1ccc(-c2cc(C(F)F)nc(S(C)(=O)=O)n2)cc1,i,i,i,i,i,i,i,i,i,i,i
Cc1cc(C)n(-c2ccc(C(=O)OCC(=O)Nc3ccc(Cl)c(S(=O)(=O)N(C)C)c3)cc2)n1,i,i,i,i,i,i,i,i,i,i,i
CC1(c2ccc([N+](=O)[O-])cc2)CC(C)(C)N(C(=O)c2ccccc2)c2ccccc21 (stereo not given),i,·,i,·,i,·,·,i,·,i,i
CCN1C(=O)CC(Sc2ccccc2N)C1=O (stereo not given),i,i,i,i,i,i,i,i,i,i,i
COc1ccc(N=Nc2ccc(O)c(P(=O)(c3ccccc3)c3ccccc3)c2)cc1,i,i,i,i,i,i,i,i,i,i,i
CC(C)OCC1CC(CC(=O)Nc2ccc([N+](=O)[O-])cc2)C(=O)O1 (stereo not given),i,i,i,i,i,i,i,i,i,i,i
O=C1CN(C(=O)/C=C/c2ccccc2)CCN1,i,i,i,i,i,i,i,i,i,i,i
CCC(CC)C(=O)Nc1cccc(C(=O)Nc2nnc(C)s2)c1,i,i,i,i,i,i,i,i,i,i,i
CCC(CC)NCCOC(=O)c1ccc([N+](=O)[O-])cc1,i,i,i,i,i,i,i,i,i,i,i
CN1/C(=C\C(=O)C[n+]2cccc(Br)c2)C(C)(C)c2ccccc21,i,i,i,i,i,i,i,i,i,i,i
COc1ccc(C(=O)Nc2cccc(-c3nc4ncccc4o3)c2C)cc1,i,i,i,i,i,i,i,i,i,i,i
COc1ccc(OC)c(/C=C/C(=O)Nc2ccc(OC)nc2)c1,i,i,i,i,i,i,i,i,i,i,i
CCOC(=O)C1=NNC(C(=O)c2ccccc2)C1c1ccc(C)cc1 (stereo not given),i,i,-8*,i,i,i,i,i,i,i,i
COc1ccc(OC)c(N(C)S(=O)(=O)c2cc3c(cc2C)NC(=O)CO3)c1,i,i,i,i,i,i,i,i,i,i,i
COc1ccc(-c2nc(CS(=O)(=O)CC(=O)NCCCc3ccccc3)c(C)o2)cc1,i,i,i,i,i,i,i,i,i,i,i
COCCN1C(=O)N(c2cccc(C)c2)C(=O)C1CC(=O)Nc1cc(OC)cc(OC)c1 (stereo not given),i,i,i,i,i,i,i,i,i,i,i
Cc1cccc(N2C(=O)CC(Sc3nccc(C)n3)C2=O)c1 (stereo not given),i,i,i,i,i,i,i,i,i,i,i
O=C(Oc1ccc(Cl)cc1)N1CCOCC1,i,i,i,i,i,i,i,i,i,i,i
CC(C)Cc1nc(C#N)c(N2CCC(C(N)=O)CC2)o1,i,i,i,i,i,i,i,i,i,i,i
COc1ccc(OC)c2c1cc(C(=O)N[C@@H](Cc1ccccc1)C(=O)O)n2C,i,i,i,i,i,i,i,i,i,i,i
CC(C)(C)c1nc(SCC(=O)NCc2ccco2)c2ccccc2n1,i,i,i,i,i,i,i,i,i,i,i
Cc1ccccc1C(=O)Nc1ccccc1C(=O)N/N=C\c1ccco1,i,i,i,i,i,i,i,i,i,i,i
C/C(=N/OCc1ccc(Br)cc1)c1ccccn1,i,i,i,i,i,i,i,i,i,i,i
COc1ccc(CCNC(=O)N[C@@H](Cc2ccccc2)C(=O)O)cc1,i,i,i,i,i,i,i,i,i,i,i
O=C(/C=C/c1ccccc1[N+](=O)[O-])NC1CCCC1,i,i,i,i,i,i,i,i,i,i,i
CC[n+]1c(C)n(-c2ccccc2)c2ccc(C(=O)OC)cc21,i,i,i,i,i,i,i,i,i,i,i
CCCCCOc1ccc(C(=O)NCC2(c3ccccc3)CCOCC2)cc1,i,i,i,i,i,i,i,i,i,i,i
C=CCOC(=O)C1=C(C)NC(=O)NC1C1CC=CCC1 (stereo not given),i,i,i,i,i,i,i,i,i,i,i
CCOC(=O)CCC(=O)N1CCOCCN(C(=O)CCC(=O)OCC)CCOCC1,i,i,i,i,i,i,i,i,i,i,i
O=C(/C=C/c1ccccc1)Nc1ccc(Br)cn1,i,i,i,i,i,i,i,i,i,i,i
CN1C(=O)CC(=O)N(C)c2cc(S(=O)(=O)N(C)Cc3ccccc3)ccc21,i,i,i,i,i,i,i,i,i,i,i
COc1ccc(NC(=S)NNC(=S)Nc2cccc(C(F)(F)F)c2)cc1,i,i,i,i,i,-6.7*,i,i,i,i,i
O=C(COc1ccc(Cl)cc1)NCCS(=O)(=O)N1CCN(c2ccccc2F)CC1,i,i,i,i,i,i,i,i,i,i,i
COC(=O)c1cc(C(=O)c2cc(F)ccc2O)cn2c(=O)c3c(C)c(C)sc3nc12,-5.4*,i,i,-4.7*,i,i,i,i,i,i,i
CCOC(=O)C1(Cc2cccc(Cl)c2)CCCN(C(=O)c2cc(C)[nH]n2)C1 (stereo not given),i,i,i,i,i,i,i,i,i,i,i
O=C(CSc1ncn[nH]1)N1CCCCC1,i,i,i,i,i,i,i,i,i,i,i
O=C(N/N=C/c1cccc([N+](=O)[O-])c1)c1nc2ccccc2c(=O)[nH]1,i,i,i,i,i,i,i,i,i,i,i
O=C(NCc1ccc(F)cc1)C(c1ccc(F)cc1)N(C(=O)c1csnn1)C1CC1 (stereo not given),i,i,i,i,i,i,i,i,i,i,i
Cc1nc2c(=O)[nH]c3ccccc3c2o1,i,i,i,i,i,i,i,i,i,i,i
COc1cc(CC(=O)OCC(=O)Nc2cc(S(=O)(=O)N3CCCC3)ccc2Cl)cc(OC)c1OC,i,i,i,i,i,i,i,i,i,i,i
O=c1c2[nH]c3cccc(Cl)c3c2ncn1CC1CCCO1 (stereo not given),i,i,i,i,i,i,i,i,i,i,i
Cc1cccc(C)c1NC(=O)C1CCCN1C(=O)NCc1ccccc1 (stereo not given),i,i,i,i,i,i,i,i,i,i,i
CC(NC(=O)C1CCN(S(=O)(=O)c2ccc3nc4c(c(C(=O)O)c3c2)CCCC4)CC1)c1ccccc1 (stereo not given),i,i,i,i,i,i,i,i,i,i,i
CCN1CCN(S(=O)(=O)c2cccc([N+](=O)[O-])c2)CC1,i,i,i,i,i,i,i,i,i,i,i
C#Cc1cccc(C(=O)N2CCCC(Nc3cccc(F)c3)C2)c1 (stereo not given),i,i,i,i,i,i,i,i,i,i,i
CC1CCN(S(=O)(=O)c2cccc(C(=O)Nc3nccs3)c2)CC1,i,i,i,i,i,i,i,i,i,i,i
Cc1cc(F)ccc1S(=O)(=O)Nc1ncnc2sc3c(c12)CCC3,i,i,i,i,i,i,i,i,i,i,i

Bioassay records as filed in PubChem BioAssay.
